# DUSP3 inh: VHR1 phosphatase inhibitors, primary screen, biochemical, absorbance, uHTS | inhibition, % at 13.3 µM | recombinant VHR phosphatase, pNPP absorbance | actives 0.52% (n = 290,000) | Dual specificity protein phosphatase 3 (Homo sapiens), P51452; in the data active means inhibition above about 50%; further: some compounds called inactive have numbers as strong as hits
# PriA SSB inh: inhibitors of Klebsiella pneumoniae PriA binding to SSB C-terminal tail, primary screen, biochemical, AlphaScreen | PriA–SSB C-terminal tail interaction (Klebsiella pneumoniae) | AlphaScreen SSBct-PriA binding, biotinylated peptide | inhibition, % at 33 µM | actives 0.6% (n = 430,000) | AID 1272365, 2023; in the data active means inhibition mostly above about 37%, no sharp cut-off; inactive means mostly below about 20%;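 further: plate controls were negative control peptide for no effect and reference peptide for full effect; strong numbers were not always called active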
# PrPC surface inh: inhibitors of human cell surface prion protein PrPC, primary screen, cell-based, TR-FRET | actives 0.43% (n = 370,000) | TR-FRET read-out | Major prion protein (Homo sapiens), P04156 | inhibition, % at 13.8 µM | AID 720596, 2013; in the data active means inhibition above about 24%; further: 0% = median of the test wells and 100% = reference compound wells
# MazEF act: activators of E. coli MazEF toxin-antitoxin RNase, primary screen, biochemical, fluorescence, uHTS | activation, % at 20 µM | AID 504720, 2011 | FAM/BHQ RNA-DNA oligo cleavage fluorescence, 5 h | Endoribonuclease toxin MazF (Escherichia coli (strain K12)), P0AE70 | actives 0.32% (n = 350,000); in the data active means activation above about 50%
# Yp Topo-I inh: Yersinia pestis topoisomerase I inhibitors, primary screen, biochemical, cleavage product accumulation, plate reader, single point; DNA topoisomerase I (Yersinia pestis CO92); Y. pestis Topo-I cleavage product accumulation; actives 0.064% (n = 360,000); AID 504884, 2011; activity, % at 10 µM; in the data active means activity above about 50%, passing the limit was not always enough; further: inactives centre near 2
# Vc quorum ag: inducers of Vibrio cholerae quorum light production without autoinducers, primary screen, BH1578 luxS cqsA deficient, single point | actives 0.16% (n = 350,000) | activation, % at 18.7 µM | V. cholerae BH1578 lux reporter, luminescence, 6 h; in the data active means activation mostly above about 9.7%, no sharp cut-off; further: not every result past the cut was called active; inactives centre near 0; reference of the scale not given here
# TcdB inh: TcdB glycohydrolase inhibitors, primary screen, biochemical, single point, plate reader; Toxin B (Clostridioides difficile), P18177; TcdB glycohydrolase enzymatic assay; inhibition, % at 9.99 µM; actives 0.24% (n = 350,000); in the data active means inhibition above about 10%
# Target sequence (P18177 whole entry, looked up): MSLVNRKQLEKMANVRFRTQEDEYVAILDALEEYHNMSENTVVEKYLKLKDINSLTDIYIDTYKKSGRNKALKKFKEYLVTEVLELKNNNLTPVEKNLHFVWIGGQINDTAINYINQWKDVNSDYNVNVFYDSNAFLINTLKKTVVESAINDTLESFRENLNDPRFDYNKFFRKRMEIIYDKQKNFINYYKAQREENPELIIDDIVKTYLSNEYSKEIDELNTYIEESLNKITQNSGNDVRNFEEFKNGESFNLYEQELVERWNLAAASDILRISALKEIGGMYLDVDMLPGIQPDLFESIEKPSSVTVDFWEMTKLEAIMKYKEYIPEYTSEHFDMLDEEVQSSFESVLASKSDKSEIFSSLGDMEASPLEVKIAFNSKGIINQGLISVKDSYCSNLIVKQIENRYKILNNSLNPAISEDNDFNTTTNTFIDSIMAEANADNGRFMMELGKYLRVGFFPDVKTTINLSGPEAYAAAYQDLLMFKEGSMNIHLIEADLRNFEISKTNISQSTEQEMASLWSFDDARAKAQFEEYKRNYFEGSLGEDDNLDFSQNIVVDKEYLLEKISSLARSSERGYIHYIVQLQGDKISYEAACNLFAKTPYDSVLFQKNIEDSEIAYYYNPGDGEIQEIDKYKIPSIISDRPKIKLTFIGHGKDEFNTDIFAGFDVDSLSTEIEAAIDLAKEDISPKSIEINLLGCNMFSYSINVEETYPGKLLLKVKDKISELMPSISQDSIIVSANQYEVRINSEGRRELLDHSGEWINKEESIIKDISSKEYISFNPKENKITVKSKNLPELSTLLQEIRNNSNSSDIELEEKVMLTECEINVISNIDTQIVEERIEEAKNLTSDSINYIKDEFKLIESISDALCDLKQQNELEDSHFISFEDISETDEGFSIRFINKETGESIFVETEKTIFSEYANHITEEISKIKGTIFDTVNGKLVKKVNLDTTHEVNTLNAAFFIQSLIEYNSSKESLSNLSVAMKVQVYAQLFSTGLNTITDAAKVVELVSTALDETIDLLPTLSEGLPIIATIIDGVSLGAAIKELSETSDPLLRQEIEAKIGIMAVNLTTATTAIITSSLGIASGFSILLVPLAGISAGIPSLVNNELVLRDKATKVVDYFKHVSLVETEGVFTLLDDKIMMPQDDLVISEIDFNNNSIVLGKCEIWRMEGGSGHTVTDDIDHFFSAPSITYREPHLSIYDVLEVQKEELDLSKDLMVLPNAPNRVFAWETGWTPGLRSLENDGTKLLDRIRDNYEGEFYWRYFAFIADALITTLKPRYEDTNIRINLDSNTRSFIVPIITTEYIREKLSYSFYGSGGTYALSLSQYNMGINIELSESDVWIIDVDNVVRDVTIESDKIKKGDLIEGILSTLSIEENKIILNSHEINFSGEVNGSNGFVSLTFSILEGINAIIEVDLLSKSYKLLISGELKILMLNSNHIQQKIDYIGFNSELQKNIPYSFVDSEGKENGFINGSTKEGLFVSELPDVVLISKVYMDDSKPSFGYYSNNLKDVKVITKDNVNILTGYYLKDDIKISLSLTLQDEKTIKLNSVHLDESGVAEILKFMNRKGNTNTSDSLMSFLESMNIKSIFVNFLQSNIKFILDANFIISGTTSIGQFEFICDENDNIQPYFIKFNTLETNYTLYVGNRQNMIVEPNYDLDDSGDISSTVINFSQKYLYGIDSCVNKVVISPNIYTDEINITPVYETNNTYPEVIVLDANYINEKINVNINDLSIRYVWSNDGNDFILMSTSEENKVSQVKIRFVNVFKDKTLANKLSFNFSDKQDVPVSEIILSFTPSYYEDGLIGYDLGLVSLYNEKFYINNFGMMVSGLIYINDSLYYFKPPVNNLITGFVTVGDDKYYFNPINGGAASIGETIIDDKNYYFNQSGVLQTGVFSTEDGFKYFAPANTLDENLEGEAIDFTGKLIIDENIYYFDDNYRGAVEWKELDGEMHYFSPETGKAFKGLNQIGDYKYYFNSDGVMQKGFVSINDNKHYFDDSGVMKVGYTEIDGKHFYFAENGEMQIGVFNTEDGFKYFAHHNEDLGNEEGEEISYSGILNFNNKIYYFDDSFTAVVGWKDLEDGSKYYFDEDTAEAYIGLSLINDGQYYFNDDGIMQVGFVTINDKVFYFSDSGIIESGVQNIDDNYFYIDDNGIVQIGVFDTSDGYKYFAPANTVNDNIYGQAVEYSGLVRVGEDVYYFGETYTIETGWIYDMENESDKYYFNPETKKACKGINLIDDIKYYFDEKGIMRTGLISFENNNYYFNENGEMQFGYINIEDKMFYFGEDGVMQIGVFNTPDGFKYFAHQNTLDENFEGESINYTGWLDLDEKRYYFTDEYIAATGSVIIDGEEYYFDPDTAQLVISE
# Rv3671c protease: Rv3671c serine protease inhibitors, primary screen, biochemical, fluorescence polarization, M. tuberculosis H37Rv; P9WHR9; inhibition, % at 5.96 µM; actives 0.048% (n = 320,000); AID 2606, 2010; in the data active means inhibition above about 38%;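 further: extracellular domain of Rv3671c used as enzyme; 0% = enzyme with DMSO and 100% = no enzyme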
# SARS 3CLpro inh: SARS-CoV 3CLpro protease inhibitors, primary screen, biochemical, quenched FRET; Replicase polyprotein 1ab (Severe acute respiratory syndrome coronavirus), P0C6X7; recombinant SARS-CoV 3CLpro, quenched FRET peptide cleavage; inhibition, % at 6 µM; actives 0.14% (n = 290,000); AID 1706, 2009; in the data active means inhibition above about 12%
# CCHFV vOTU inh: CCHFV vOTU protease inhibitors, primary screen, biochemical, Pep-AMC substrate, fluorescence. actives 0.55% (n = 370,000). Crimean-Congo hemorrhagic fever virus L polyprotein viral ovarian tumor (vOTU) protease …. inhibition, % at 11.5 µM; in the data active means inhibition above about 30%; further: 0% = vehicle wells with enzyme and 100% = no enzyme wells
# Numbers without * were called inactive; i = inactive; nt = no result given; + = active, no number.
SMILES,DUSP3 inh,PriA SSB inh,PrPC surface inh,MazEF act,Yp Topo-I inh,Vc quorum ag,TcdB inh,Rv3671c protease,SARS 3CLpro inh,CCHFV vOTU inh
CC(C)OCCCNC(=O)CN1C(=O)/C(=C/c2ccccc2F)Oc2ccccc21,6,-15,1,4,1,i,-0.5,-10,-1,-17
CCCCCn1c(CN2CCN(c3cc(Cl)ccc3C)CC2)nc2c1c(=O)[nH]c(=O)n2C,24,-9,2,-24,21,-0.5,nt,-1,3,-16
CN1CCN(c2ccccc2NC(=O)c2cccc(OCc3ccccc3)c2)CC1,21,4,0,5,21,-2.0,nt,-6,3,-1
C/C(=C\c1ccccc1)C(=O)N1CCN(c2cccc(C(F)(F)F)c2)CC1,-4,-10,-5,-5,23,i,nt,-6,10,11
COc1ccc(-c2cc(C)no2)cc1S(=O)(=O)NCCCN(C)Cc1ccccc1,3,-8,-2,7,5,-0.2,0.1,7,-2,9
O=C(c1ccccc1F)N1CCCC(c2ccccc2)C1 (stereo not given),-4,-3,5,1,2,i,-1.3,-2,4,-3
O=C(N/N=C/c1ccccn1)c1cc(-c2ccncc2)nc2ccccc12,21,nt,-3,-10,4,-0.4,nt,-21,-3,13
CCCC/C(O)=C/c1nc2ccccc2[nH]c1=O,-7,-16,-12,0,0,i,nt,-4,-7,11
CCOc1ccc(C(=O)CCC(=O)N2CCN(c3ncccn3)CC2)cc1,11,-9,5,-30,3,i,0.8,-7,-5,8
COc1ccc(OC)c(CNC(=O)C(C)n2nc(C)c3c(C)n(-c4ccccc4)nc3c2=O)c1 (stereo not given),10,-11,-1,5,13,-0.2,0.6,-7,-2,11
CCN(CC)S(=O)(=O)c1cc(Br)ccc1OC,17,-5,-1,9,-5,i,nt,2,1,8
CC(=O)c1c(C)[nH]c(C(=O)N2CCN(S(=O)(=O)c3ccc(C)cc3C)CC2)c1C,nt,11,8,2,17,i,1.1,3,nt,-3
COc1ccc(OC)c2sc(NNC(=O)C3COc4ccccc4O3)nc12 (stereo not given),2,7,-6,5,3,i,-0.8,2,-10,9
CCCOc1ccc(F)cc1-c1cc(C(=O)Nc2cc(OC)ccc2OC)[nH]n1,nt,nt,2,nt,-9,-5.0,0.5,nt,nt,-16
Cc1cc(C)n(-c2cccc(F)n2)n1,26,-4,6,7,2,-0.5,-1.6,-3,-1,-16
CN(C)c1ccc(C(CN)c2c[nH]c3ccccc23)cc1 (stereo not given),20,103,-1,3,-30,i,-2.7,4,-3,-2
CCN(CC(N)=O)S(=O)(=O)c1ccc(Br)cc1,13,-12,-2,2,10,-0.5,0.2,2,-1,-7
O=C(NC(=S)N1CCCCCC1)c1ccccc1,7,12,3,5,-2,-1.7,-0.3,nt,-5,-3
Cc1nn(-c2ccccc2)c2[nH]c(=O)c(CNc3ccc4c(c3)OCCO4)cc12,19,11,0,-1,-13,nt,nt,4,-3,9
COc1cccc(N2CC(=O)N(NC(=O)c3sc4nc(C)cc(C)c4c3N)CC2=O)c1,23,-7,-7,1,2,0.9,1.0,0,3,-65
COc1ccccc1-c1ccc(=O)n(CC(=O)NCc2ccc3c(c2)OCO3)n1,3,-17,-1,3,-2,i,1.3,-8,-8,-10
Cc1ccc(NC(=O)CCNC(=O)N2CC(=O)Nc3ccccc32)cc1Cl,nt,nt,7,8,6,-0.2,1.3,nt,nt,-2
CCOC(=O)c1ccccc1NC(=O)c1c(N)n(C)c(=O)[nH]c1=O,nt,-10,-1,7,nt,nt,1.0,1,nt,-1
COc1ccc(CNS(=O)(=O)c2ccc(-n3cccn3)cc2)cc1,25,6,-2,3,1,i,0.6,-5,3,-5
N#C/C(=C\C1=C(N2CCOCC2)C(=C/c2cccc([N+](=O)[O-])c2)/CC1)C(=O)Nc1ccccc1F,-5,25,2,+,38,-0.3,0.0,-16,1,5
O=C(c1ccco1)N1CCN(CC(=O)N2CCCc3c2c(=O)oc2ccc(O)cc32)CC1,17,-37,-6,-1,nt,nt,nt,-6,-3,7
CCc1cc2ccc(OC)cc2nc1SCC(=O)N1CCN(C(=O)c2ccco2)CC1,11,1,8,-1,23,-0.7,0.3,-9,6,6
Cc1cc(CNC(=O)COc2c(F)c(F)cc(F)c2F)c2ccccc2n1,32,1,-3,12,10,-0.3,-0.3,-11,3,-5
COCc1cc(C)nc(SCc2ccccc2)c1C#N,-2,-73,5,7,7,0.2,-2.7,-2,-1,25
Cn1c(SCC(=O)Nc2sc3c(c2C#N)CCC3)nnc1C1COc2ccccc2O1 (stereo not given),8,1,-8,4,-2,-0.1,nt,-8,-5,5
CC1CCN(C(=O)c2ccccc2NS(=O)(=O)c2ccccc2)CC1,16,-2,0,1,-4,-0.5,0.7,-11,-3,3
CC1=NN(C(=O)c2ccc(Cn3nc(C)c([N+](=O)[O-])c3C)cc2)C(O)(C(F)(F)F)C1 (stereo not given),2,-10,-3,1,-5,1.4,nt,2,0,-16
Cc1ccc(C(=O)N2CCN(c3ccc(N4CCOCC4)nn3)CC2)cc1,nt,5,-10,4,0,-1.4,1.9,-1,nt,-39
Cc1ccc2[nH]c(=O)c(CN(CCCO)S(=O)(=O)c3c(C)ccc4nsnc34)cc2c1,-5,-7,-1,4,13,-0.5,0.8,-6,-1,-1
COCCN(CCOC)Cc1c(O)ccc2c1O/C(=C\c1ccc(C)o1)C2=O,34,-14,0,-190,8,i,0.5,-4,3,13
CC(C)Oc1ccc(C(CC(=O)O)NC(=O)C2CCCCC2)cc1 (stereo not given),11,-1,-1,1,1,6.2,nt,7,1,7
O=C(N/N=C/c1ccc(O)c(O)c1)c1cccc(S(=O)(=O)N2CCCC2)c1,nt,nt,-8,4,-4,5.6,0.2,-1,nt,8
Cc1ccn(CC(=O)N2CCCC(C(=O)c3cccc4ccccc34)C2)n1 (stereo not given),9,-7,-6,-9,3,i,0.2,12,8,8
CCOc1ccccc1NC(=O)c1ccc2c(c1)C(=O)N(CC1CCCO1)C2=O (stereo not given),14,-16,6,5,13,i,1.5,-12,-6,-7
COc1ccc(N(C(C)C(=O)N/N=C/c2ccc(OC(C)C)cc2)S(C)(=O)=O)cc1 (stereo not given),24,nt,0,1,8,i,1.0,-9,-4,11
Cc1[nH]c2ccccc2c1C(=O)C(=O)N1CCOCC1,6,6,1,-5,-2,i,2.1,3,1,4
CCn1c(=O)c(C(=O)CN(C)CC(=O)Nc2cccc(F)c2)c(N)n(Cc2ccccc2)c1=O,nt,-7,-5,-1,11,i,-0.5,-7,nt,30*
CC12C(=O)N(c3cccc(OC(=O)c4ccco4)c3)C(=O)C1C1c3ccccc3C2c2ccccc21 (stereo not given),21,-3,2,-6,1,-0.7,nt,-2,3,-3
CC(Oc1ccc(Cl)cc1Cl)C(=O)NCCN1CCOCC1 (stereo not given),8,8,5,-4,7,1.6,-0.1,-11,-1,4
CC(=O)Nc1ccc(NC(=S)NC(=O)c2ccc(-c3ccccc3)cc2)cc1,nt,-15,2,12,22,i,0.3,-11,nt,-4
O=C(C1CC(=O)N(C2CCCC2)C1)N1CCN(c2cccc(C(F)(F)F)c2)CC1 (stereo not given),nt,-6,-1,0,2,-1.4,0.7,nt,nt,-4
COc1ccccc1NC(=S)N/N=C/c1ccc(O)cc1,-7,nt,-2,2,-10,-0.4,-4.4,-9,1,11
O=C(NC1CCCCC1)C1CC(=O)N(Cc2ccccc2)C1 (stereo not given),12,-6,2,-7,-9,-0.2,-5.3,-9,-1,11

# An excerpt of these results, with each value named.
CCOc1ccccc1NC(=O)c1ccc2c(c1)C(=O)N(CC1CCCO1)C2=O (stereo not given)
  DUSP3 inh: 14 | PriA SSB inh: -16 | PrPC surface inh: 6 | MazEF act: 5 | Yp Topo-I inh: 13 | Vc quorum ag: i | TcdB inh: 1.5 | Rv3671c protease: -12 | SARS 3CLpro inh: -6 | CCHFV vOTU inh: -7

O=C(C1CC(=O)N(C2CCCC2)C1)N1CCN(c2cccc(C(F)(F)F)c2)CC1 (stereo not given)
  DUSP3 inh: nt | PriA SSB inh: -6 | PrPC surface inh: -1 | MazEF act: 0 | Yp Topo-I inh: 2 | Vc quorum ag: -1.4 | TcdB inh: 0.7 | Rv3671c protease: nt | SARS 3CLpro inh: nt | CCHFV vOTU inh: -4

O=C(N/N=C/c1ccc(O)c(O)c1)c1cccc(S(=O)(=O)N2CCCC2)c1
  DUSP3 inh: nt | PriA SSB inh: nt | PrPC surface inh: -8 | MazEF act: 4 | Yp Topo-I inh: -4 | Vc quorum ag: 5.6 | TcdB inh: 0.2 | Rv3671c protease: -1 | SARS 3CLpro inh: nt | CCHFV vOTU inh: 8

COc1ccccc1NC(=S)N/N=C/c1ccc(O)cc1
  DUSP3 inh: -7 | PriA SSB inh: nt | PrPC surface inh: -2 | MazEF act: 2 | Yp Topo-I inh: -10 | Vc quorum ag: -0.4 | TcdB inh: -4.4 | Rv3671c protease: -9 | SARS 3CLpro inh: 1 | CCHFV vOTU inh: 11

# (listing goes on)
SMILES,DUSP3 inh,PriA SSB inh,PrPC surface inh,MazEF act,Yp Topo-I inh,Vc quorum ag,TcdB inh,Rv3671c protease,SARS 3CLpro inh,CCHFV vOTU inh
N#Cc1ccc(Cl)cc1NC(=O)CNCc1cccs1,10,2,6,2,8,i,0.4,-2,-2,9
CC1CC(C)CN(C(=O)Nc2ccccc2F)C1 (stereo not given),-4,-3,-6,-2,6,-2.6,1.3,-4,4,7
Cc1c(/C=N/NC(=O)c2cc(=O)[nH]c(=O)[nH]2)c2ccccn2c1C(=O)c1ccccc1,15,nt,-2,4,5,-0.1,nt,3,-8,-12
CS(=O)(=O)Nc1ccc(-c2ccc3nccn3c2)cc1,nt,nt,2,nt,-3,-0.5,0.8,nt,nt,-5
O=C(COC(=O)C1CCC1)Nc1cccc(S(=O)(=O)N2CCOCC2)c1,nt,1,3,3,-6,i,1.0,14,nt,-13
Cc1cc(S(=O)(=O)N2CCCOC2CNC(=O)C(=O)NCc2ccco2)ccc1F (stereo not given),-14,-6,4,3,0,-0.3,0.9,2,-2,-15
COc1ccc(CCNC(=S)NNC(=O)c2c(Br)c(C)nn2C)cc1OC,-6,11,8,-4,6,i,1.6,nt,-3,-3

# Three structures out of the list, sorted by count of non-hydrogen atoms, descending.
SMILES,DUSP3 inh,PriA SSB inh,PrPC surface inh,MazEF act,Yp Topo-I inh,Vc quorum ag,TcdB inh,Rv3671c protease,SARS 3CLpro inh,CCHFV vOTU inh
Cc1c(/C=N/NC(=O)c2cc(=O)[nH]c(=O)[nH]2)c2ccccn2c1C(=O)c1ccccc1,15,nt,-2,4,5,-0.1,nt,3,-8,-12
N#Cc1ccc(Cl)cc1NC(=O)CNCc1cccs1,10,2,6,2,8,i,0.4,-2,-2,9
CC1CC(C)CN(C(=O)Nc2ccccc2F)C1 (stereo not given),-4,-3,-6,-2,6,-2.6,1.3,-4,4,7

# Source: PubChem (several laboratories)

# These rows are one share of the data; count on the stated rates, not on these rows.
